Screening results from PubChem.
AI-2 QS mod: Vibrio harveyi AI-2 quorum sensing modulation; Vibrio harveyi JMH597 AI-2 luminescence/OD600 ratio, 9 h; active compounds read low; strain lacks LuxN and CqsS sensors; 0 = neutral-control median; AID 2094; actives 0.4% (n = 300,000); activity change, % at 7.5 µM; in the data active means activity change below about -75%, passing the limit was not always enough; inconclusive means no clear call, values can overlap the other calls;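 further: luminescence divided by OD600 gain over 9 h not by final OD600 alone; inactives centre near 13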
KLF5 inh: suppresses KLF5 promoter-driven expression. DLD-1 KLF5 promoter-luciferase reporter, luminescence. inhibition, % at 5 µM. actives 0.23% (n = 290,000);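 active means inhibition above a per-plate limit of that plate's mean compound inhibition plus 3 SD, cut at about 60% in these data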;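 further: 0% = DMSO wells and 100% = LY294002 at 200 µM; higher means less KLF5 promoter-driven luciferase light; inactives centre near -14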
IEC-6 tox: kills IEC-6 intestinal cells in KLF5 counter-screen; IEC-6 cytotoxicity, luminescence viability; inhibition, % at 5 µM; actives 0.78% (n = 290,000); AID 1825; in the data active means inhibition above about 22%;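 further: 0% = plate median of test compound wells and 100% = cytotoxic reference compound wells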
HSF1 activator: increases HSF-1 driven luciferase reporter signal | NIH3T3-HGL HSF-1 luciferase reporter, MG132, 8 h; 100% = twice DMSO control signal | activation, % at 9 µM | actives 1.7% (n = 300,000);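 active means mean replicate activation of at least 50% with a set share of replicates each reaching 50%; inconclusive means only one of those two conditions met; inactive means mean below 50% and too few replicates reaching it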;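 further: 0% = median of the neutral control wells and 100% = twice that signal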
Platelet DG rel: modulates dense granule release in human platelets; human platelet-rich plasma, SFLLRN dense granule ATP release, luminescence; inhibition, %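 (compounds screened at 7.5 µM in platelet-rich plasma)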; actives 0.22% (n = 300,000); AID 1663;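 active means mean replicate score, as percent of positive control, at or above 50; inconclusive means mean below 50 but at least one replicate at or above 50; inactive means mean and every replicate below 50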
HSP90 refold inh: inhibitors of HSP90 luciferase refolding in rabbit reticulocyte lysate. luciferase refolding luminescence, 3 h. inhibition, % at 5.6 µM. actives 0.91% (n = 290,000);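 active means inhibition above the screen-wide mean plus 3 SD, computed separately per campaign, cut at about 16% in these data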;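 further: 0% = DMSO wells and 100% = 60 µM geldanamycin wells; inhibitors lower the luminescence because luciferase stays unfolded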
HIF activator: HIF pathway transcriptional activation; U2OS HRE-luciferase reporter, luminescence; normalized: DMSO 0%, desferrioxamine 100%; activation, % at 7.5 µM (by protocol); actives 0.32% (n = 300,000); AID 1910;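 active means mean activation of at least 10% of the iron chelator positive control signal, with at least half of replicates also reaching 10%; inconclusive means mean and replicate majority disagree about reaching 10%; inactive means mean and most replicates under 10%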
SKKanGAS inh: inhibitors of SKKanGAS S. pyogenes growth in kanamycin (SK-promoter or general growth effect); inhibition, % at 7.5 µM; BacTiter-Glo, 6 h; AID 1662; actives 1.3% (n = 300,000);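 active means mean replicate score, as percent of positive control median, at least 50; inconclusive means mean below 50 but one replicate at or above 50; inactive means mean and every replicate below 50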;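 further: strain carries kanamycin resistance gene driven by streptokinase promoter and grows in 40 µg/ml kanamycin; loss of luminescence reflects streptokinase promoter inhibition or plain growth inhibition; 0% = median of DMSO wells and 100% = positive control at its reference dose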
HSF1 inhib: HSF1 inhibition; AID 2098; activity change, negative = inhibition, % at 7.5 µM (by protocol); actives 0.77% (n = 300,000); NIH3T3-HGL HSE-luciferase, MG132-induced, luminescence 8 h; active compounds read low;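 active means more than half of replicate wells show activity change below -50%, luminescence cut by over half; inconclusive means some wells, but at most half, below -50%; inactive means no replicate well below -50%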;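 further: luciferase reports HSF-1 transcriptional activity via heat shock element; 0% = median of DMSO wells and -100% = zero luminescence signal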
aSyn 5UTR inh: 5' untranslated region of α-synuclein, MLPCN primary screen; alpha-synuclein 5'UTR reporter, inhibitor activity; inhibition, % (tested at 7.5 µM); actives 0.82% (n = 300,000); AID 1813; in the data active means inhibition above about 60%; inconclusive means no clear call, values can overlap the other calls;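 further: H4 neuroglioblastoma cells stably carrying SNCA 5'UTR luciferase fusion; 0% = DMSO wells and 100% = positive control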
An asterisk follows results filed as active; u = inconclusive; x = not tested or not shown.

Value order: AI-2 QS mod | KLF5 inh | IEC-6 tox | HSF1 activator | Platelet DG rel | HSP90 refold inh | HIF activator | SKKanGAS inh | HSF1 inhib | aSyn 5UTR inh
Cn1cc(S(=O)(=O)CC(=O)Nc2ccc(Br)cc2)c2ccccc21
→ 3 | -40 | 4 | -13 | 2 | -1 | 0.0 | 0 | -2 | -7
Cc1cc(NC(=O)COn2nnc3ccc(Cl)cc32)no1
→ 19 | -6 | 0 | 13 | 4 | -3 | 0.4 | 8 | 10 | 4
CCc1c(C)c2c(C)nn(-c3ccccc3)c2[nH]c1=O
→ 9 | -11 | 6 | 2 | -9 | 7 | 0.3 | 1 | 6 | -61
COc1ccc(-n2nc(C(=O)O)nc2-c2ccccc2)cc1
→ 43 | -2 | -7 | -14 | 11 | 0 | -0.1 | 2 | 4 | -18
Cc1cc(C)n(-c2nc3ccccc3nc2N2CCCCCC2)n1
→ 1 | -4 | 7 | -3 | -6 | 3 | -0.6 | 5 | 5 | 2
COc1ccccc1N1CCN(CCCCCCOc2ccc(F)cc2)CC1
→ 14 | 2 | -4 | 2 | -2 | 0 | 0.3 | 2 | -4 | 13
COC(=O)Cn1c(=O)c2c(nc3n2CCCN3CCc2ccccc2)n(C)c1=O
→ 27 | -26 | 5 | -1 | -12 | -1 | -2.7 | 4 | -8 | 18
COc1ccccc1N1CCN(C(=O)c2cc(C)on2)CC1
→ 13 | -2 | 2 | 13 | 5 | -1 | -0.4 | 1 | -6 | -2
O=C(NCc1cccnc1)c1c(F)c(F)c(F)c(F)c1F
→ 20 | 28 | 3 | -2 | -2 | 0 | -0.9 | 0 | -3 | 12
O=S(=O)(c1ccc(Cl)c(NC(=S)Nc2cccc(O)c2)c1)N1CCOCC1
→ 7 | -33 | -2 | 9 | 2 | 6 | -0.6 | 9 | 0 | -5
Cn1c(SCC(=O)N2CCCc3ccccc32)nnc1-c1ccco1
→ 21 | 2 | 9 | x | 1 | 1 | 0.1 | 11 | x | 23
CCOC(=O)c1cnc2nc(NCc3ccc(OC)c(OC)c3)[nH]n2c1=O
→ 12 | 0 | 0 | -22 | 3 | -3 | 0.2 | -1 | -22 | 0
O=Cc1[nH]c2ccccc2c1N(C(=O)CCl)c1ccccc1
→ 20 | 1 | 3 | 17 | -1 | 0 | 0.0 | 48 | 11 | -18
CCCCOc1ccc(C(=O)N2CCN(c3ccc(N4CCOCC4)nn3)CC2)cc1
→ -4 | x | x | -32 | -2 | x | -0.5 | 3 | -9 | 9
Cc1cc(C(=O)Nc2ccccc2Cl)n(-c2ccccc2)n1
→ 27 | -36 | 1 | 3 | 0 | -1 | -0.4 | -2 | -4 | 18
CN(C)c1ccc(NS(=O)(=O)c2ccc(-c3csnn3)cc2)cc1
→ -11 | -1 | 2 | -33 | 4 | -2 | -0.1 | -2 | -35 | -23
COc1ccc(OC)c(/C=C/C(=O)c2ccc3c(c2)OCCO3)c1
→ 16 | -42 | -8 | 66* | 1 | 0 | 2.7 | 16 | 53 | -156
CCCCN(CCCC)CC(O)COc1ccccc1Br (stereo unspecified)
→ 33 | -39 | 4 | -4 | 8 | -2 | -0.8 | 2 | -6 | 2
CN(C)C(=O)c1ccc(=O)n(Cc2ccc(Cl)cc2Cl)c1
→ 22 | -49 | -6 | u | 1 | -5 | -0.7 | -5 | 5 | 4
COc1ccc(C(=O)Nc2ccc(C3CC3(Cl)Cl)cc2)cc1 (stereo unspecified)
→ 13 | -68 | 3 | 28 | 0 | 3 | 0.5 | 4 | 21 | -95
O=C(c1cccc(F)c1)N1CCCN(C(=O)c2cccc(F)c2)CC1
→ 22 | 1 | -2 | 4 | -10 | 1 | -0.2 | 2 | -10 | 6
COc1ccccc1OCC(=O)Nc1cc(Cl)ccc1Oc1ccccc1
→ 10 | -9 | 2 | 14 | 4 | 0 | -0.3 | 18 | 5 | 10
COc1ccc(C2C(C(N)=O)=C(C)Nc3nc(CCCO)nn32)cc1OC (stereo unspecified)
→ -2 | -47 | -7 | 31 | 0 | -1 | 0.5 | 0 | 9 | -5
O=c1cc(-c2cccc3ccccc23)[nH][nH]1
→ 27 | -4 | -3 | 10 | -1 | 0 | -0.3 | 18 | 5 | -3
Cc1ccc(OCC(=O)Nc2ccccc2-c2ccccc2NC(=O)COc2ccc(C)cc2)cc1
→ 23 | -14 | -2 | 0 | u | 0 | -2.5 | 6 | -2 | 42
CC1(C)CC(=O)C2=C(C1)OC1=C(C(=O)CC(C)(C)C1)C2c1cc([N+](=O)[O-])cc([N+](=O)[O-])c1O
→ -14 | -52 | 7 | -9 | -2 | 2 | -0.4 | 18 | -3 | 35
O=C1C(c2ccnc3ccccc23)=C(O)c2ccccc21
→ -2 | 2 | 7 | -3 | 20 | 10 | 0.1 | 12 | -11 | x
COc1ccc(OC)c2sc(NC(=O)c3ccc(Br)s3)nc12
→ 43 | 0 | 7 | 6 | 0 | -1 | -0.1 | 0 | -1 | -19
CCC1(c2ccccc2)NC(=O)N(CC(=O)N(C)Cc2c(F)cccc2Cl)C1=O (stereo unspecified)
→ 13 | -8 | -2 | -7 | 1 | 3 | 1.1 | -3 | 1 | 10
C[C@@H](C(=O)Nc1ccc2ccccc2c1)[C@@H]1C[C@@]1(C)[C@@H](NC(=O)c1cccnc1)c1ccccc1
→ 15 | -4 | 2 | 10 | 7 | -1 | -0.1 | 26 | 7 | 10
O=C(COC(=O)c1cc(-c2cccs2)nn1-c1ccccc1)Nc1cccc([N+](=O)[O-])c1
→ 6 | -11 | -1 | 12 | 1 | -5 | -0.3 | 7 | -4 | -5
Cc1ccc(NC(=O)c2cccc(NC3=NC4CS(=O)(=O)CC4S3)c2)cc1 (stereo unspecified)
→ 15 | -4 | 2 | -22 | -4 | 4 | 0.1 | -2 | -4 | -5
Cc1c(C(N)=O)sc2ncn(CC(=O)NCCc3ccccc3)c(=O)c12
→ 20 | -21 | -2 | 1 | -19 | 1 | 0.0 | -10 | 0 | -20
CC(Oc1ccccc1)C(=O)N=C1SC2CS(=O)(=O)CC2N1c1ccc(F)cc1 (stereo unspecified)
→ 10 | -15 | -4 | -10 | 6 | -5 | -0.3 | 0 | -3 | 18
CC(C)NC(=O)NNC(=O)c1cc(COc2cc(Cl)cc(Cl)c2)on1
→ 0 | -16 | 0 | 26 | -3 | -2 | -0.3 | -2 | 6 | 8
O=C(NC1CCSc2ccccc21)c1ccc(Cl)c(S(=O)(=O)N2CCOCC2)c1 (stereo unspecified)
→ 6 | 4 | 6 | -5 | -2 | 3 | 0.6 | 2 | -3 | -6
Cc1ccc(C(=O)c2cn[nH]c2-c2ccccc2O)cc1
→ -57 | -62 | -8 | 0 | 0 | -11 | 0.4 | -8 | 7 | -59
Cc1ccc(-n2c(SC3CCOC3=O)nc3ccccc3c2=O)cc1 (stereo unspecified)
→ 5 | -12 | 8 | -20 | 4 | 5 | -0.5 | -5 | -3 | -5
Cn1nnnc1SCC(=O)Nc1cc(C(C)(C)C)nn1-c1ccccc1
→ -5 | -32 | 2 | 2 | -19 | 0 | -46 | 2 | -5 | -7
COCCNC(=S)N1CCC(C(=O)c2ccc3c(c2)OCCO3)CC1
→ 9 | -25 | -6 | 0 | 2 | 2 | 3.2 | 1 | 12 | -75
CN1C(=O)c2ccc(C(=O)Nc3nccs3)cc2C1=O
→ 46 | -36 | -2 | -5 | -4 | -3 | -0.2 | -14 | -3 | 11
Cc1ccc2[nH]c(C(=O)N/N=C/c3ccccc3O)c(C)c2c1
→ 0 | 71* | 98* | 28 | 0 | -8 | 169* | 101* | -3 | -2
CN(c1ccccc1)c1nc(N)c([N+](=O)[O-])c(Nc2cccc(F)c2)n1
→ 4 | -14 | -3 | 6 | -12 | 0 | 1.5 | 4 | 3 | 47
Cc1cccn2c(=O)c3cc(C(=O)N4CCOCC4)n(C)c3nc12
→ -2 | -31 | -1 | -14 | -6 | -1 | -0.1 | 2 | 1 | 9
COc1cc2c(cc1OC)C(C)N(C(=S)Nc1ccccc1)CC2 (stereo unspecified)
→ 13 | -21 | -1 | -2 | 3 | 3 | -0.3 | 1 | 4 | 3
CN(Cc1ccc(F)cc1)C(=O)c1cc(COc2ccc(F)cc2F)on1
→ -20 | -3 | -4 | 3 | 4 | 0 | -0.4 | -13 | -6 | 22
CNC(=O)CSc1nccn1Cc1ccc(Cl)cc1
→ 15 | -10 | 3 | 6 | 4 | -5 | -0.7 | 0 | 3 | -12
O=C1CC[C@@H](CN(Cc2ccccn2)Cc2nc(-c3ccc(C(F)(F)F)cc3)no2)N1
→ 12 | -1 | 4 | -6 | 1 | 4 | -0.1 | -3 | -2 | 13
O=C(NC(NCc1cccnc1)C(Cl)(Cl)Cl)c1cccc2ccccc12 (stereo unspecified)
→ 17 | -10 | 2 | 1 | -1 | -3 | -0.2 | 4 | 2 | 18
COc1cc(CNc2ccc3[nH]c(=O)[nH]c3c2)ccc1OCc1ccc(F)cc1Cl
→ 21 | -31 | 2 | 10 | 0 | 1 | 1.5 | 1 | 17 | -40
COC(=O)CCC(=O)N1CCCC(C(=O)c2ccc(Cl)cc2C)C1 (stereo unspecified)
→ 3 | -3 | 1 | 15 | -4 | 1 | 1.1 | -3 | 7 | -9
CCNC(=O)CC1C(=O)N(c2ccc(C)cc2)C(=O)N1CCOC (stereo unspecified)
→ 21 | -16 | -3 | -7 | -1 | -3 | 0.8 | -2 | -15 | -1
Cc1oc(-c2ccccc2F)nc1CS(=O)(=O)CC(=O)NCCCN1CCc2ccccc2C1
→ 12 | 10 | -4 | -4 | 4 | 1 | -0.3 | -3 | -5 | -9
COc1cc2c(cc1O)CC[n+]1cc3c(OC)c(OC)ccc3cc1-2
→ 8 | -2 | -6 | -15 | -1 | -3 | -0.8 | 0 | -6 | -3
Cc1ccc(S(=O)(=O)/N=c2\ccc(Cl)cn2C(F)F)cc1
→ 10 | -35 | -7 | 33 | -5 | -3 | -0.2 | -10 | 4 | 0
O=C(CSc1cccc[n+]1[O-])c1cc2ccccc2o1
→ 37 | -28 | 25* | 192* | -2 | -1 | 1.6 | 34 | 149 | -101
COc1ccc(C)c2sc(N(CCCN(C)C)C(=O)c3ccc4c(c3)OCCO4)nc12
→ -1 | x | x | 30 | -2 | x | 7.6 | -3 | 11 | -97
CCO[C@H]1OC(C(=O)N2CCN(Cc3ccc4c(c3)OCO4)CC2)=C[C@@H](c2ccc(C(F)(F)F)cc2)[C@@H]1CCCO
→ 8 | -10 | -6 | 3 | -2 | 9 | 1.0 | 7 | 5 | 46
COc1ccc(OCC(=O)NCc2n[nH]c(=O)c3ccccc23)cc1
→ 18 | x | x | -6 | 38 | x | -0.3 | 0 | 1 | 3
